High-throughput results deposited in PubChem by The Scripps Research Institute Molecular Screening Center.
Tn6 DDE FP: inhibitors of Tn6 peptide binding to fibrin DD(E), primary screen, biochemical, fluorescence polarization, human fibrin, Tn6 probe; inhibition, % at 8.3 µM; hit rate 0.21% among 370,000; Fibrin DD(E) TRITC-Tn6 fluorescence polarization displacement; Fibrinogen beta chain (Homo sapiens), P02675;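 active = inhibition above a per-campaign cutoff: mean of compounds within control limits plus 3 SD, cut at about 15% in these data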;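 also: 0% = median of all compound wells on the plate and 100% = blocking peptide control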
proKLK7 act: proKLK7 zymogen activators, primary screen, biochemical, fluorescence intensity. purified proKLK7, EDANS-DABCYL substrate fluorescence; 100% is mature enzyme control, 0% vehicle. hit rate 0.9% among 370,000. Kallikrein-7 (Homo sapiens), P49862. AID 652039, 2013. activation, % at 7 µM;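 active = activation above the mean of all tested compounds plus 3 SD, computed per campaign excluding outliers beyond control limits, cut at about 13% in these data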
PLC-gamma1 inh: PLC-gamma1 enzyme inhibitors, primary screen, biochemical, fluorescence, purified enzyme | fluorogenic substrate | 1-phosphatidylinositol 4,5-bisphosphate phosphodiesterase gamma-1 (Homo sapiens), P19174 | AID 720700, 2013 | inhibition, % at 12.2 µM | hit rate 0.84% among 370,000; in the data active = inhibition above about 9.5%
ASAP1 GAP inh: inhibitors of human ASAP1 ArfGAP activity, primary screen, biochemical, fluorescence polarization; Arf-GAP with SH3 domain, ANK repeat and PH domain-containing protein 1 (Homo sapiens), …; ASAP1-stimulated ARF1 GTP hydrolysis, GDP FP detection; inhibition, % at 16.5 µM; hit rate 0.19% among 360,000; AID 624377, 2012; in the data active = inhibition above about 25%;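 also: 0% = vehicle with enzyme and substrate and 100% = no enzyme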
Target sequence (Q9ULH1 325-724 limits assumed): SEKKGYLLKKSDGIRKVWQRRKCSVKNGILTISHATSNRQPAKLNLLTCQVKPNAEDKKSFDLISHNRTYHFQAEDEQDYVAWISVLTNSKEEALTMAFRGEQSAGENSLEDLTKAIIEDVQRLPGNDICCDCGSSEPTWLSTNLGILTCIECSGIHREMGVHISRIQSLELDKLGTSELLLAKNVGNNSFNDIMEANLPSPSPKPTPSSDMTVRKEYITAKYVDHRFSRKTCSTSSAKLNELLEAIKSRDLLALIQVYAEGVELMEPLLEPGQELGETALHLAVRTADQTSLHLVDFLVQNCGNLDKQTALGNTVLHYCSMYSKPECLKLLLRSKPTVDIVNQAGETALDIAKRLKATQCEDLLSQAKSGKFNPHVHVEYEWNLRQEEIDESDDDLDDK
PLC-beta3 inh: human PLC-beta3 inhibitors, primary screen, biochemical, fluorescence; 1-phosphatidylinositol 4,5-bisphosphate phosphodiesterase beta-3 (Homo sapiens), Q01970; Purified PLC-beta3, fluorogenic substrate; inhibition, % at 12.2 µM; hit rate 0.18% among 370,000; in the data active = inhibition above about 11%;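 also: 0% = median of compound wells on plate and 100% = full blocker control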
MBD2 inh: inhibitors of MBD2 binding to methylated DNA, primary screen, biochemical, TR-FRET, DNA-binding domain, human; hit rate 0.31% among 370,000; inhibition, % at 4.4 µM; AID 686964, 2013; MBD2 binding to methylated oligonucleotide; Methyl-CpG-binding domain protein 2 (Homo sapiens), Q9UBB5; in the data active = inhibition above about 13%
Target sequence (Q9UBB5 whole entry, looked up, the tested form may be a part): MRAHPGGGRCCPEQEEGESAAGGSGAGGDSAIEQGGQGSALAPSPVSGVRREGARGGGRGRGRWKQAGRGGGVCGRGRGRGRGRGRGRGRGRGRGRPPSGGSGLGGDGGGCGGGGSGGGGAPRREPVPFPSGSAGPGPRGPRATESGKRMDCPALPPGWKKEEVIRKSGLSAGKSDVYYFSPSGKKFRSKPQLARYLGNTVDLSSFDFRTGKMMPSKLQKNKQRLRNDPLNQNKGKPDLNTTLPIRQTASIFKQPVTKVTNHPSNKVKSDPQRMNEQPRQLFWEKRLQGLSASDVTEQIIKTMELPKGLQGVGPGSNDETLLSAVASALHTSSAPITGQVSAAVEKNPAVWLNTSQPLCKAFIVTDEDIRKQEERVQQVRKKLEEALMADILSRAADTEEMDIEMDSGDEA
UHRF1 MBD2 ctr: UHRF1 methylated DNA binding inhibitors, primary screen, counter-screen for MBD2 inhibitor project, biochemical, TR-FRET, human UHRF1, single concentration; inhibition, % at 4.4 µM; E3 ubiquitin-protein ligase UHRF1 (Homo sapiens), Q96T88; UHRF1 binding to methylated oligo; AID 687016, 2013; hit rate 0.75% among 370,000; in the data active = inhibition above about 21%;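 also: UHRF1 SRA domain binding a hemimethylated CpG hairpin DNA probe; 0% = median of test compound wells and 100% = reference inhibitor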
ADAM17 inh: ADAM17 inhibitors, primary screen, biochemical, QFRET; recombinant ADAM17, EDANS/DABCYL FRET peptide cleavage; AID 720648, 2013; Disintegrin and metalloproteinase domain-containing protein 17 (Homo sapiens), P78536; inhibition, % at 6.95 µM; hit rate 0.83% among 370,000;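 active = inhibition above the mean of compounds lying between control limits plus 3 SD, set per campaign, cut at about 8.5% in these data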;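 also: 0% = DMSO-only wells as the low control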
ARFGAP1 inhibitor: inhibitors of rat ARFGAP1 GAP activity, primary screen, biochemical, fluorescence polarization, GDP tracer; ADP-ribosylation factor GTPase-activating protein 1 (Rattus norvegicus), Q62848; Arfgap1-stimulated ARF1 GTP hydrolysis, GDP FP detection; inhibition, % at 16.5 µM; hit rate 0.26% among 360,000; AID 651572, 2012;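 active = inhibition above a per-plate limit, mean inhibition of low control wells plus 3 SD, cut at about 25% in these data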;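 also: 0% = DMSO wells with enzyme and 100% = wells lacking Arfgap1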
Target sequence (Q62848 1-136 limits assumed): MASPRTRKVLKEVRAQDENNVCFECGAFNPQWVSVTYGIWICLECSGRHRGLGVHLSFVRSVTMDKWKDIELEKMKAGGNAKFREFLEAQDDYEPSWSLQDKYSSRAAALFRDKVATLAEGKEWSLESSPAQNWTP
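Material: truncated rat Arfgap1 GAP domain; Incubation: compound-enzyme preincubation 20 min, reaction 120 min, detection 60 min, 25 °C; Read-out: percent inhibition of Arfgap1-stimulated GTP hydrolysis; Technique: FP, GDP Alexa 633 tracer displaced from anti-GDP antibody, 620/688 nm; Controls: No-Arfgap1 wells (100%) versus DMSO full-reaction wells (0%); Replication: single well per compound.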
Tn7 DDE FP: inhibitors of Tn7 peptide binding to fibrin DD(E), primary screen, biochemical, fluorescence polarization, human fibrin, Tn7 probe; Fibrinogen beta chain (Homo sapiens), P02675; inhibition, % at 8.3 µM; FP displacement of FITC-Tn7 peptide from fibrin DD(E); 0% = median of compound wells per plate; AID 720508, 2013; hit rate 0.13% among 370,000;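 active = inhibition above the mean of compounds falling within the control limits plus 3 SD of them, cut at about 14% in these data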;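 also: 0% = plate median of compound wells and 100% = 10 µM Aha-Tn7 peptide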
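Assay system: Fibrin-DD(E) protein isolated from polymerized human fibrin clots; read-out basis: percent inhibition; medium: Tris/NaCl/CaCl2 buffer, pH 7.8; signal: FP measurement; incubation: 10 min plus 3 h, room temperature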
Active calls of the source: *.

compound	Tn6 DDE FP	proKLK7 act	PLC-gamma1 inh	ASAP1 GAP inh	PLC-beta3 inh	MBD2 inh	UHRF1 MBD2 ctr	ADAM17 inh	ARFGAP1 inhibitor	Tn7 DDE FP
COc1ccc(N(CC(=O)Nc2cc(C)ccc2C)S(=O)(=O)c2c(C)nn(C)c2C)cc1	7	0.4	4	-2	3	2	3	2	-7	4
CCCOCC1CC2(CC(C)(c3csc(N)n3)OC2=O)C(=O)O1 (configuration not stated)	-1	-0.2	5	-4	7	-4	0	5	8	-1
COc1ccccc1CCn1cnc(-c2cccc(F)c2)c1CC(C)C	4	0.2	1	-2	3	2	2	1	-9	-1
CCc1cc(=O)oc2cc(OC(C)C(=O)NCC3CCC(C(=O)O)CC3)c(Cl)cc12 (configuration not stated)	4	-0.1	0	2	-7	5	1	-26	-10	1
C=C(C)Cn1c(N)cc(=O)nc1SCC(=O)Nc1cccc(C(F)(F)F)c1	-6	-0.2	4	2	-10	0	2	-11	-6	0
O=C(NC(=S)Nc1ccc2[nH]c(=O)[nH]c2c1)c1cccc(F)c1	0	0.6	-3	4	1	1	-3	0	17	-4
Cc1cccc(N2C(=O)CS/C2=N\NC(=O)c2ccc(Cl)cc2)c1C	-4	-0.5	-2	10	0	2	2	-3	16	1
O=C(Nc1c2c(nn1-c1ccccc1)CS(=O)C2)c1ccc2c(c1)OCO2 (configuration not stated)	11	0.1	-2	0	-3	-4	0	-2	5	-1
CCOC(=O)C(NC(=O)CC(C)C)(Nc1cc(C)on1)C(F)(F)F (configuration not stated)	7	-0.2	1	-5	-1	0	1	-2	6	-1
OCCN(Cc1ccccc1)Cc1ccc(Cl)cc1	5	-0.4	1	0	1	5	1	-5	0	8
Cc1nn(C)c(C)c1S(=O)(=O)N1CCC(C(=O)NC(C)c2ccccc2)CC1 (configuration not stated)	0	0.3	2	0	4	-3	1	0	4	-11
CC(=O)Nc1ccc(NC(=O)C2Cc3c(-c4ccco4)ccnc3O2)cc1 (configuration not stated)	3	0.4	-2	10	1	3	-1	-4	7	-7
CCOC(=O)Cn1nc(/C=C/c2ccc(C(C)C)cc2)ccc1=O	-1	-2.1	-163	3	-216	-6	-2	-43	2	4
COc1ccc(-c2nn(-c3ccccc3)cc2CNCc2cccnc2)c(F)c1	-7	0.8	-37	7	-34	-3	0	-9	-2	-6
O=C(Nc1ccc(C(=O)N2CCC(O)(c3ccc(Cl)c(C(F)(F)F)c3)CC2)cc1)c1ccc(Br)o1	-2	0.4	-1	13	-2	0	0	4	5	-3

The last five records of the part before lead into the next.
compound	Tn6 DDE FP	proKLK7 act	PLC-gamma1 inh	ASAP1 GAP inh	PLC-beta3 inh	MBD2 inh	UHRF1 MBD2 ctr	ADAM17 inh	ARFGAP1 inhibitor	Tn7 DDE FP
Cc1nn(C)c(C)c1S(=O)(=O)N1CCC(C(=O)NC(C)c2ccccc2)CC1 (configuration not stated)	0	0.3	2	0	4	-3	1	0	4	-11
CC(=O)Nc1ccc(NC(=O)C2Cc3c(-c4ccco4)ccnc3O2)cc1 (configuration not stated)	3	0.4	-2	10	1	3	-1	-4	7	-7
CCOC(=O)Cn1nc(/C=C/c2ccc(C(C)C)cc2)ccc1=O	-1	-2.1	-163	3	-216	-6	-2	-43	2	4
COc1ccc(-c2nn(-c3ccccc3)cc2CNCc2cccnc2)c(F)c1	-7	0.8	-37	7	-34	-3	0	-9	-2	-6
O=C(Nc1ccc(C(=O)N2CCC(O)(c3ccc(Cl)c(C(F)(F)F)c3)CC2)cc1)c1ccc(Br)o1	-2	0.4	-1	13	-2	0	0	4	5	-3
C1CC(CN2CCOCC2)CN(c2nc3nonc3nc2N2CCSCC2)C1 (configuration not stated)	-2	-0.1	3	3	-5	-3	-2	-4	18	1
CCOc1ccc2[nH]c(C)c(CN3CCN(C)CC3)c(=O)c2c1	4	0.8	-6	-7	-4	3	-1	-16	-5	2
Cc1cc(C)n(-c2ccc(F)cc2CN2CCN(C3CCCC3)C(CCO)C2)n1 (configuration not stated)	-3	0.5	0	3	1	0	-1	-3	7	-4
c1ccc(CSc2nccc(-c3ccco3)n2)cc1	-3	-0.2	1	17	-9	3	0	-2	6	6
Cn1c(=O)c2c(ncn2CCNC2=NCCCCC2)n(C)c1=O	4	-0.1	-2	0	-7	-5	-1	-1	-6	-3
CSc1ncccc1C(=O)OCC(=O)N1CCc2ccccc21	3	0.5	0	20	4	-5	0	-2	1	-1
CCOc1ccc(-c2cc(N3C(=O)Nc4ccccc4N3O)n[nH]2)cc1	0	-0.3	5	19	-1	6	0	3	0	1
S=C(Nc1ccccc1Cl)N(CCN1CCCCC1)Cc1ccco1	-1	0.4	-1	-8	1	2	-2	-3	-2	-6
O=C(c1ccco1)N1N=C(c2ccc(Br)cc2)CC1(O)C(F)(F)F (configuration not stated)	-12	0.5	1	-1	0	4	1	-1	-2	-1
CCOC(=O)[C@]12CCC=C1N(Cc1ccc(Cl)cc1Cl)C(=O)[C@H](CC(=O)N1CCSCC1)C2	-6	-0.9	1	8	-1	-3	2	-1	18	-4
COc1cccc(CNC(=O)C2CCN(S(=O)(=O)c3cccc4cccnc34)CC2)c1	-4	-0.4	3	7	0	0	1	2	16	-9
O=C(c1cccc(F)c1)N1CCC2(CC1)NCCc1[nH]cnc12	5	0.3	6	-1	-7	-2	-1	0	13	7
COC(=O)c1cccc(NC(=O)CN2CCN(c3ccc(OC)cc3)CC2)c1	-4	0.7	13*	-8	0	2	-1	-2	-9	-3
Cc1cc(NC(=O)CSc2nc3c(cnn3-c3cccc(Cl)c3)c(=O)[nH]2)no1	5	0.8	-1	-8	-5	-4	-5	-4	-7	2
COC(=O)c1cccc(NC(=O)CSc2nncn2-c2ccccn2)c1	-3	0.4	0	-12	-1	-3	1	0	11	1
O=C(COC(=O)c1ccc(F)cc1)NCCCc1ccccc1	-1	0.2	-2	-2	-7	1	0	-2	8	-4
Cc1cc(NC(=O)c2sc(Nc3cccc(C(F)(F)F)c3)nc2N)no1	7	-0.5	4	-7	3	1	-1	0	-9	0
O=C(NCCOc1ccccc1)C(=O)NCC1CCCO1 (configuration not stated)	-4	-0.4	2	5	-3	-5	-3	-2	-2	5
CCCC(=O)NC1=C(Cl)C(=O)c2ccccc2C1=O	-9	1.6	-12	20	-26	-14	-9	1	17	-2
CCC1C/C(=C\c2cccnc2)C(=O)/C(=C/c2cccnc2)C1 (configuration not stated)	3	-0.6	3	-18	1	-1	-2	1	6	-6
COc1ccc2c(c1)C=C(CN1CCC(CO)(CCc3ccccc3)CC1)CO2	-7	0.7	-8	-2	-16	-5	1	-4	16	10
COc1cccc(NC(=O)CNC(=O)N2CC(=O)Nc3ccccc32)c1	1	0.1	-4	7	-8	-7	-2	-5	12	0
O=C(CSc1nnc(-c2ccco2)o1)N1CCN(c2ccccc2)CC1	-10	-0.1	5	-12	1	4	0	-3	3	1
CCCC[C@@H]1CN=C(N)N1CC(C)(C)C	0	0.4	2	9	-1	-3	2	-1	14	3
COc1ccc(CN2CCC(CO)(Cc3ccccc3C(F)(F)F)CC2)c(F)c1	8	0.7	6	-19	-4	2	-2	1	8	-5
CC(=O)Nc1ccc(S(=O)(=O)NNC(=O)c2cccc3ccccc23)cc1	-3	0.1	3	7	0	2	1	0	-8	-11
O=C(COc1ncnc2ccccc12)Nc1cccc(S(=O)(=O)N2CCOCC2)c1	0	0.1	7	-6	9	5	4	1	-7	-1
CCOC(=O)Cc1csc(NS(=O)(=O)c2ccc(NC(C)=O)cc2)n1	4	-0.5	0	-17	-4	4	-4	-3	1	0
COc1ccc(C(=O)COC(=O)[C@H](C)NS(=O)(=O)c2ccc(NC(C)=O)cc2)cc1OC	4	-0.7	-1	-10	-8	0	0	-5	2	4
CN(CC(=O)Nc1cccc(F)c1)C(=O)c1ccc(N2CCOCC2)c([N+](=O)[O-])c1	6	-0.2	0	-6	-3	-5	-1	-1	1	1

Three compounds out of the list, arranged by formula weight, high to low.
compound	Tn6 DDE FP	proKLK7 act	PLC-gamma1 inh	ASAP1 GAP inh	PLC-beta3 inh	MBD2 inh	UHRF1 MBD2 ctr	ADAM17 inh	ARFGAP1 inhibitor	Tn7 DDE FP
COc1ccc2c(c1)C=C(CN1CCC(CO)(CCc3ccccc3)CC1)CO2	-7	0.7	-8	-2	-16	-5	1	-4	16	10
COC(=O)c1cccc(NC(=O)CSc2nncn2-c2ccccn2)c1	-3	0.4	0	-12	-1	-3	1	0	11	1
OCCN(Cc1ccccc1)Cc1ccc(Cl)cc1	5	-0.4	1	0	1	5	1	-5	0	8

Following part:
compound	Tn6 DDE FP	proKLK7 act	PLC-gamma1 inh	ASAP1 GAP inh	PLC-beta3 inh	MBD2 inh	UHRF1 MBD2 ctr	ADAM17 inh	ARFGAP1 inhibitor	Tn7 DDE FP
CCOC(=O)COc1coc(CN2CCN(c3ccccc3)CC2)cc1=O	1	0.1	0	16	-2	-5	-1	-2	-8	-5
Cn1cnnc1SCC(=O)Nc1ccccc1Sc1ccccc1	-4	0.2	0	6	1	-5	3	0	17	-2
Cc1c(/C=N/N=C2\CCC3C4CCc5cc(O)ccc5C4CCC23C)cnn1C (configuration not stated)	0	-0.1	3	22	3	2	-2	-2	0	-4
COC(=O)c1c(C)[nH]c(C(=O)C(C)OC(=O)c2ccco2)c1C (configuration not stated)	0	-0.1	-1	-9	-3	-5	-1	-2	7	-2
